Compound activity (PubChem)
NOD1 inhibition: NOD1 signaling inhibitors, primary screen, cell-based, luminescence, uHTS (AID 1578); NOD1-driven NF-kB luciferase reporter cells, luminescence; higher % means a stronger effect; inhibition, % at 4 µM; hits with a dose series show EC50 in µM; 290,000 compounds, 1% hits; in the data active = inhibition mostly above about 36%, no sharp cut-off; inactive = mostly below about 34%;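 also: HEK-293T reporter cells stimulated with the NOD1 agonist gamma-tri-DAP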
TNAP activators: stimulation of alkaline phosphatase TNAP activity – biochemical, luminescent, no phosphate acceptor, uHTS, primary screen (AID 1001) | purified TNAP, luminescent activation assay, no phosphate acceptor; higher activation fold means a stronger effect | one-dose activation fold at 20 µM; EC50 in µM for titrated hits | 200,000 compounds, 0.03% hits; in the data active = activation fold from about 3, or a potency from the dose series; inactive = the rest, 99 in 100 with activation fold below about 1.6; also: many of its hits are not listed in these tables
NTR1 ag: agonists of NTR1, primary screen, imaging, U2OS cells, beta-arrestin-GFP, high content (AID 493036); P30989; NTR1-U2OS beta-arrestin-GFP spot imaging, agonist mode; activation, % at 20 µM; 330,000 compounds, 0.17% hits;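 active = activation at or above 40% of the spot to cytoplasm intensity ratio, with at least 20 cells analyzed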;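 also: 0% = DMSO without peptide and 100% = 100 nM NTR1 peptide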
Target sequence (P30989 whole entry, looked up): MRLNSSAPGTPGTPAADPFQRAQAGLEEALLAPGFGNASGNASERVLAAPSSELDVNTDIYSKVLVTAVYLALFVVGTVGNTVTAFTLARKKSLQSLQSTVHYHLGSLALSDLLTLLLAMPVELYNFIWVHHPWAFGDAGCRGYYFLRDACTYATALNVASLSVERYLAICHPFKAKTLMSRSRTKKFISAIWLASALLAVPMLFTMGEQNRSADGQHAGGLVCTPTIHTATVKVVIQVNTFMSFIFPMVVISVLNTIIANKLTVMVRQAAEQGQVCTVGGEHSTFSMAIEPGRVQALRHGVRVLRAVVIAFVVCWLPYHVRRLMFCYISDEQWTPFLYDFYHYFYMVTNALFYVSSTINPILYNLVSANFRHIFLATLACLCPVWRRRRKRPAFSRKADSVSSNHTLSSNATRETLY
KOR beta-arrestin-1: KOR antagonists, beta-arrestin recruitment, cell-based, luminescence, uHTS (AID 1778). KOR beta-arrestin recruitment, luminescence, antagonist mode; higher % means a stronger effect. 290,000 compounds, 0.091% hits. one-dose inhibition, % at 10 µM; IC50 in µM for titrated hits; also: strong numbers were not always called active
Yfh1-depleted yeast: mitochondrial function rescue without frataxin homolog – Friedreich's ataxia, plus single-dose screen, dose response (AID 1465); S. cerevisiae Yfh1-off respiration, WST-1 reduction, 72 h; higher fold induction means a stronger effect; fold induction at 50 µM, or EC50 in µM where a hit was titrated; 220,000 compounds, 0.074% hits;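 active = fold induction of absorbance versus untreated yeast above a set limit, then at least 30% activation at any dose in follow-up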;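 also: activators that raise dye reduction in frataxin-depleted yeast; strong numbers were not always called active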
CSM14.1 death rescue: rescue of cells from ER stress-induced death, primary screen, 384-well, CSM14.1, thapsigargin, ATP luminescence (AID 1222); cellular ATP content (survival), % at 20 µM, or EC50 in µM where a hit was titrated; CSM14.1 thapsigargin-induced death rescue, ATP luminescence; higher % means a stronger effect; 190,000 tested, under 10 active;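 active = EC50 below 50 µM in the dose-response confirmation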;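 also: death triggered by thapsigargin at about 15 µM added after 2 h compound pretreatment; cell ATP read after overnight thapsigargin exposure of roughly 18 to 22 hours; normalized against plate controls of thapsigargin alone and 5% DMSO vehicle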
HEK293 NOD2/NF-kB: inhibition of NOD2-driven NF-kB reporter – cell-based, luminescence, uHTS, HEK293 (AID 1566) | HEK293 NOD2/NF-kB luciferase reporter, luminescence; higher % means a stronger effect | one-dose inhibition, % at 4 µM; EC50 in µM for titrated hits | 290,000 compounds, 0.63% hits; also: many of its hits are not listed in these tables
KOR beta-arrestin-2: KOR agonists, beta-arrestin recruitment, primary screen, cell-based, luminescence, uHTS (AID 1777); KOR beta-arrestin recruitment, luminescence; higher % means a stronger effect; activation, % at 10 µM, or EC50 in µM where a hit was titrated; 280,000 compounds, 0.02% hits; in the data active = activation above about 50%, passing the limit was not always enough; also: a part of the inactive calls stands beside numbers as strong as those of hits
GPR55 beta-arrestin: GPR55 agonists via beta-arrestin recruitment, primary screen, imaging, U2OS cells, beta-arrestin-GFP redistribution (AID 1961) | U2OS GPR55 beta-arrestin-GFP redistribution imaging; higher % means a stronger effect | activation, % at 10 µM, or EC50 in µM where a hit was titrated | 290,000 compounds, 0.048% hits;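 active = activation above 40% with more than 50 cells counted in the well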;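 also: U2OS osteosarcoma cells stably expressing GPR55 and beta-arrestin-GFP; plate controls were DMSO negative control for no effect and LPI positive control for full effect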
NTR1 ag cell count 20 µM: second read-out of NTR1 ag, no call of its own (marks repeat the call); cell count; measured here: cell count, cytotoxicity flag
An asterisk follows results filed as active; i = inactive; . = no result given; [ ] = remark or other dose. Rule as the data show it, unless noted: active = inhibition above about 50%; inactive = the rest. The list is partial; the hit share may differ from the screen's.

SMILES | NOD1 inhibition | TNAP activators | NTR1 ag | NTR1 ag cell count 20 µM | KOR beta-arrestin-1 | Yfh1-depleted yeast | CSM14.1 death rescue | HEK293 NOD2/NF-kB | KOR beta-arrestin-2 | GPR55 beta-arrestin
COc1cccc(-c2cc3nc(-c4ccccc4)cc(N4CCC5(CC4)OCCO5)n3n2)c1 | 43.3% | 1.1 | 2.7 | 63 | -12.3% | i | 2.4% | 12.6% | -2.4% | 0.1%
CC(C)Oc1ccccc1/C=N/NC(=O)c1ccc(F)cc1 | -7.8% | 1 | 3.1 | 36 | 5.5% | i | -2.4% | 16.3% | 4.7% | -0.4%
Cc1ccccc1N(CC(=O)NC1CCCCC1)C(=O)CCC(=O)Nc1nccs1 | -41.5% | . | -1.4 | 51 | -5.9% | . | . | -9.6% | -3.7% | -0.2%
O=C(c1ccccc1F)N1CCN(S(=O)(=O)c2ccc(S(=O)(=O)N3CCCCCC3)cc2)CC1 | -0.9% | . | 1.2 | 66 | 2.4% | i | . | 4.4% | . | -0.1%
CCOc1ccc(-n2c(Cc3cc(=O)[nH]c(=O)[nH]3)nnc2SCC(=O)NC2CCCC2)cc1 | -9.8% | 1.1 | -0.2 | 60 | 7.3% | i | -0.9% | -0.8% | -0.6% | 0.4%
Cc1ccc(N2CC(C(=O)N3CCC(C(=O)Nc4cccc(Br)c4)CC3)CC2=O)cc1 (configuration not stated) | -33.6% | . | -1.2 | 38 | 4.3% | . | . | 0.4% | -0.9% | -0.1%
CC1CCN(C(=O)CCNS(=O)(=O)c2ccccc2)CC1 | 4.8% | 1 | -0.6 | 81 | 23.7% | i | 0.8% | -10.0% | 2.9% | 0.2%
O=C(NCCCn1ccnc1)/C(=C\c1ccco1)NC(=O)c1ccco1 | -19.2% | 1 | -1.7 | 84 | -4.1% | i | -2.2% | 13.7% | -4.7% | 0.0%
COc1ccc(NC(=O)CC2Oc3ccccc3NC2=O)c(OC)c1 (configuration not stated) | -0.6% | . | 1.2 | 102 | -17.0% | . | . | 10.9% | 3.9% | -0.1%
CCOC(=O)Nc1ccc(C(=O)NCC2CCCO2)cc1 (configuration not stated) | 1.8% | 1 | -2.0 | 88 | -20.4% | . | -0.2% | -3.5% | -0.6% | 0.2%
N#CC1=C(N)NC(SCC(=O)c2ccc(Cl)cc2)=C(C#N)C12CCCC2 | -31.0% | 1 | 5.6 | 53 | -37.7% | i | -4.1% | 2.2% | -0.6% | -0.2%
C=CCC1NS(=O)(=O)OC(CCCC)C1O (configuration not stated) | -8.7% | . | -2.9 | 95 | 4.2%[20 µM] | . | . | -6.9% | -3.8% | -0.1%
CCOc1ccc(S(=O)(=O)NCc2ccco2)c2ccccc12 | -18.9% | 1.1 | -0.9 | 42 | 10.7% | i | 1.4% | -1.1% | -4.9% | -0.2%
NC(=O)C1CCN(C(=O)c2ccc(Oc3ccccc3)cc2)CC1 | -0.3% | 1.1 | 0.9 | 46 | -25.9% | i | 1.1% | -3.3% | -4.6% | -0.1%
CCCCn1c(SCC(=O)N2CCCc3ccccc32)nc2c1c(=O)n(C)c(=O)n2C | -21.7% | 1 | 5.5 | 48 | -31.4% | i | -1.0% | 23.3% | 2.9% | -0.3%
O=C1CC(NNC(=O)c2cccc(F)c2)C(=O)N1 (configuration not stated) | -13.6% | . | 0.1 | 39 | 3.4% | i | . | 3.6% | 4.4% | -0.1%
Cc1n[nH]c(=O)nc1NCC1CCCO1 (configuration not stated) | -11.4% | 1.1 | -1.7 | 72 | -5.9% | i | -0.2% | 16.4% | -1.5% | -0.1%
COc1ccc(C2c3ccc(O)cc3Oc3ncn4nc(-c5cccnc5)nc4c32)cc1OC (configuration not stated) | 6.4% | . | 5.6 | 58 | 16.4% | i | . | 37.6% | 0.3% | 0.3%
Cc1nc(COc2cccc(Cl)c2)sc1C(=O)/C=C/N(C)C | -0.9% | . | 0.2 | 58 | -11.7% | i | . | -49.7% | 5.9% | -0.2%
Cc1c(Nc2c3c(c(C#N)c4nc5ccccc5n24)CCC3)c(=O)n(-c2ccccc2)n1C | 6.2% | 1.2 | . | . | 14.2% | i | 2.2% | 8.9% | -0.2% | 0.2%
COC(=O)Cn1cnc2c1c(=O)n(C)c(=O)n2C | -23.0% | 1.1 | -1.1 | 61 | 0.3% | i | 2.0% | 16.5% | -2.0% | -0.1%
Cc1ccccc1NC(=O)c1c(O)c2cccc3c2n(c1=O)CC3 | -11.0% | 0.9 | . | . | 18.9% | . | -2.8% | 0.5% | 10.6% | -0.2%
CC(=O)Nc1nnc(S(=O)(=O)N2CCN(c3ccc(Cl)cc3[N+](=O)[O-])CC2)s1 | . | . | 3.6 | 68 | -49.5% | . | . | . | 5.0% | 0.0%
O=C(COc1ccc(S(=O)(=O)NCc2ccccc2)cc1Cl)NCc1ccccn1 | 8.2% | . | 0.9 | 40 | -3.2% | . | . | -6.7% | -0.4% | 0.5%
CC(=O)NC1=NN(C(C)=O)C(c2ccccc2)S1 (configuration not stated) | -11.9% | 1.1 | -0.7 | 98 | -11.7%[20 µM] | i | 0.4% | -6.4% | -5.0% | -0.2%
Cc1csc(NS(=O)(=O)c2ccc(Cl)cc2)n1 | -14.5% | . | 0.0 | 64 | 3.6%[20 µM] | . | . | -4.7% | 1.0% | 0.3%
Cc1cc(C[n+]2ccccc2)c2nsnc2c1 | 5.1% | 1.1 | -0.2 | 50 | 0.6% | i | -0.7% | 17.5% | -4.3% | -0.2%
COc1ccc(S(=O)(=O)N(CC(=O)NCc2ccccn2)Cc2ccccc2)cc1 | -14.2% | . | -1.2 | 45 | -8.6% | . | . | -13.2% | 0.0% | -0.2%
O=C(NC1CCC(O)CC1)c1ccc(S(=O)(=O)NCc2ccco2)cc1 (configuration not stated) | -12.7% | 1.1 | 0.6 | 40 | -50.7% | i | 3.5% | -6.8% | 4.5% | 0.2%
O=C(CN1CCN(c2ccccc2)CC1)Nc1ccc(-n2cnnn2)cc1 | -5.8% | 1.1 | -0.8 | 52 | -43.1% | i | . | -20.3% | 1.2% | -0.1%
CCn1c(SCC(=O)N2CCc3ccccc3C2)nc2c1c(=O)n(C)c(=O)n2C | 6.7% | 1.2 | -2.5 | 54 | 16.1% | i | -1.1% | 20.2% | -5.8% | -0.2%
Cc1nc2ccccc2c2c1C(=O)N(C)C2=O | -19.5% | 1.1 | 2.8 | 47 | 9.4% | i | -2.8% | 9.8% | -4.1% | 0.4%
N#Cc1cnc(NCc2ccc(Cl)cc2Cl)nc1 | 2.2% | . | -1.9 | 73 | -1.8% | . | . | 8.5% | -2.8% | 0.5%
COc1ccc(C(=O)N2CCN(c3ccccc3OC)CC2)cc1 | -18.8% | 1.1 | 2.2 | 31 | 2.0% | i | -0.2% | 4.4% | -5.7% | -0.2%
CCOC(=O)CSc1nnc(Cn2c(=O)sc3ccccc32)n1-c1ccccc1C | 5.4% | 1.1 | -1.3 | 42 | 11.7% | i | -1.2% | 12.6% | -0.6% | -0.1%
O=C(Nc1cccc(C(=O)N2CCCC2)c1)c1ccccc1Cl | 19.0% | 1.2 | -2.0 | 65 | -4.2% | i | -0.7% | 6.6% | -2.5% | -0.1%
COc1ccc(/C=C/C(=O)Nc2nc(C)c(C(=O)N(C)C)s2)cc1 | -15.4% | 1.1 | -1.6 | 69 | . | i | -1.8% | 13.7% | 8.2% | 0.6%
Cc1cc(CN2CCCCC2C(=O)Nc2ccc(Oc3cccnc3)cc2)oc1C (configuration not stated) | -30.4% | . | 1.0 | 62 | -0.2% | . | . | -5.9% | 0.3% | 0.0%
CC(C)C(=O)Nc1cccnc1 | -9.3% | . | 0.1 | 82 | -2.4% | i | . | -12.5% | 7.4% | 0.0%
CSc1ccccc1C(=O)C1CCCN(C(=O)CCc2cccnc2)C1 (configuration not stated) | -25.6% | 1 | -0.7 | 47 | -31.2%[20 µM] | i | 12.3% | 15.6% | . | 0.2%
Cc1cc(=O)oc2cc(OC(C)C(=O)Nc3ccc(N4CCCCC4)cc3)ccc12 (configuration not stated) | -33.3% | . | 3.3 | 59 | 1.6% | . | . | 5.8% | -1.2% | -0.1%
COC(=O)c1cnc2c(c1C(=O)OC)c(=O)n(C)c(=O)n2C | -18.3% | 1.1 | 2.8 | 82 | -3.8% | i | -0.7% | 11.6% | 1.1% | 0.2%
Cc1cc(NS(=O)(=O)c2ccc(NC(=O)c3cnc4scc(C)n4c3=O)cc2)nc(C)n1 | 21.2% | 1.1 | 1.6 | 87 | -43.8% | i | . | 12.7% | 3.1% | -0.1%
Cc1cccn2c(=O)c(C=NCCO)c(NCc3ccco3)nc12 | 34.8% | 1 | 0.4 | 65 | -1.6% | i | 1.5% | 23.4% | -0.6% | 0.0%
Cc1cccc(-n2nc3c(c2NC(=O)c2ccc(S(=O)(=O)N4CCOCC4)cc2)CSC3)c1C | -25.6% | 1 | . | . | 11.6% | . | -0.1% | -2.7% | 2.8% | 0.2%
CC1CCCC(C)N1/N=C/c1cc(Br)cc(Br)c1O (configuration not stated) | 14.5% | 1.1 | 0.9 | 108 | -3.1% | i | -4.2% | 0.3% | -0.4% | -0.2%
CCc1nnc(NS(=O)(=O)c2ccc(NC(=S)NC(=O)c3ccc(OC)cc3)cc2)s1 | -10.6% | 0.8 | 2.1 | 54 | 22.3% | i | 2.1% | 23.2% | -3.5% | 0.6%
CCCn1cc(NC(=O)C2CC(c3cccc(Br)c3)=NO2)cn1 (configuration not stated) | -14.0% | 1.1 | 1.1 | 53 | 1.7% | i | -1.8% | -6.0% | 1.8% | 0.5%
C=CCOc1ccc(/C(O)=C2/C(=O)C(=O)N(CCCn3ccnc3)C2c2cccs2)cc1 (configuration not stated) | -14.4% | 1 | -1.6 | 49 | 25.1% | i | -1.1% | -14.7% | -3.5% | 0.0%
O=C(Cn1c(=O)n(-c2ccccc2)c(=O)c2sccc21)N1CCCC1 | 14.1% | 1.1 | 0.5 | 65 | -20.0% | i | -1.1% | 1.1% | -1.4% | -0.1%
O=C(CNC(=O)c1cccs1)OCC(=O)c1ccccc1Cl | -34.5% | 1 | 0.9 | 60 | 2.5% | i | -0.7% | 5.4% | -3.2% | -0.1%
Cc1ccc(C)c(S(=O)(=O)NCC(=O)Nc2ccc3c(c2)OCO3)c1 | -31.4% | . | 0.6 | 38 | -22.7% | . | . | 7.0% | 2.8% | -0.1%
CCOc1cccc(N2C(=O)CC(NCc3ccc(S(N)(=O)=O)cc3)C2=O)c1 (configuration not stated) | -9.2% | 1.1 | 0.1 | 30 | -7.0% | i | -1.6% | -9.7% | -0.3% | 0.3%
Cc1oc(-c2ccc3c(c2)OCCO3)cc1C(=O)NC(Cc1ccccc1)C(=O)O (configuration not stated) | -6.2% | 1.1 | -0.5 | 66 | -16.1% | i | 2.1% | -56.4% | -2.4% | -0.3%
COc1ccc(CN(CC(=O)NCc2ccc(F)cc2)C(=O)CCC(=O)Nc2ccccn2)cc1 | 10.1% | . | 2.5 | 45 | -38.6% | . | . | -3.7% | -2.8% | -0.2%
COc1ccc(OC)c(S(=O)(=O)Nc2cccnc2)c1 | 0.4% | 0.1 | -1.6 | 63 | 0.9% | i | -0.1% | 15.2% | 2.2% | -0.2%
